PI5P4Ka inh = inhibitors of human PI5P4K alpha; actives 1.2% (n = 330,000); PI5P4Kalpha enzyme, ADP-Glo luminescence, 60 min; stronger effect = lower value; AID 652105; max response, %; P48426; active means max response of -50% or lower; inconclusive means between -30% and -50%; inactive means -30% or higher; further: value at the top dose of about 77 µM; on the % scale 0 is the no-effect control and ±100 the full control effect
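Compounds were pin-transferred onto PI5P4Kalpha and substrate in HEPES pH 7.4 buffer with EGTA, CHAPS and 5% DMSO. ATP (5 microM final) started the reaction, which ran 60 minutes at room temperature before ADP-Glo detection.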
EPAC1 antagonist = EPAC1 (human) antagonism. Potency, µM (doses to about 115 µM), without a hit: at the highest dose activity change, negative = inhibition, usual class: inhibitors. actives 0.14% (n = 360,000). EPAC1 GEF assay, Rap1b-BODIPY-GDP exchange fluorescence;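 further: potency means the concentration at half of the fitted maximal effect; plate controls were vehicle for no effect and positive control for full effect; nearly all actives have a fitted effect of over 50% in size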
PLK1 PBD inh = blocks phosphopeptide binding to human PLK1 polo-box domain; P53350; Plk1 PBD binding of FITC phosphopeptide, fluorescence polarization; Potency, µM, without a hit: max response, negative = inhibition, hits mostly inhibitors; actives 2.8% (n = 360,000); AID 720504; further: potency means the concentration at half of the fitted maximal effect; series mostly up to about 57 µM; on the % scale 0 is the no-effect control and ±100 the full control effect; nearly all actives have a fitted effect of over 65% in size
WRN helicase inh = blocks human WRN helicase; WRN helicase unwinding, fluorescent forked duplex, kinetic; Potency, µM (titrated, usually from 114 µM), for inactives: top-dose activity change, negative = inhibition, most hits filed as inhibitors; actives 0.46% (n = 360,000); AID 651768; further: potency means the concentration at half of the fitted maximal effect; on the % scale 0 is the no-effect control and ±100 the full control effect; nearly all actives have a fitted effect of over 55% in size
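Screening of the MLSMR collection measured strand separation of a quenched forked DNA duplex (100 nM) by 20 nM WRN with 2 mM ATP, all final. Compounds were preincubated with enzyme 15 min at room temperature.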
IL-2 act = activates IL-2 in a cell-based reporter assay; IL-2 activation reporter assay, cell-based qHTS; stimulated with anti-CD3/CD4/CD28 beads; in transgenic mouse T cells; activation, % (series mostly up to about 46 µM); actives 0.065% (n = 360,000); in the data active means activation above about 50%; inconclusive means mostly about 30% to 49%; further: 0% is about no effect
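Quantitative HTS in unstimulated transgenic mouse T cells, with memory T cells as non-tolerant control and PMA/ionomycin as tolerance-bypass control. Compound pretreatment lasted 60 minutes before 18 h bead stimulation; EGFP/DsRed fluorescence read.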
EPAC2 agonist = activates human EPAC2 exchange factor | Q8WZA2 | EPAC2 activation, biochemical qHTS; response scale: 100% = 6.5 mM cAMP response | Potency, µM (highest dose often 154 µM), for inactives: at the highest dose activation, usual class: activators | actives 0.079% (n = 360,000) | AID 720711; further: potency means the concentration at half of the fitted maximal effect; nearly all actives have a fitted effect of over 50% in size
Target sequence (Q8WZA2 whole entry, looked up): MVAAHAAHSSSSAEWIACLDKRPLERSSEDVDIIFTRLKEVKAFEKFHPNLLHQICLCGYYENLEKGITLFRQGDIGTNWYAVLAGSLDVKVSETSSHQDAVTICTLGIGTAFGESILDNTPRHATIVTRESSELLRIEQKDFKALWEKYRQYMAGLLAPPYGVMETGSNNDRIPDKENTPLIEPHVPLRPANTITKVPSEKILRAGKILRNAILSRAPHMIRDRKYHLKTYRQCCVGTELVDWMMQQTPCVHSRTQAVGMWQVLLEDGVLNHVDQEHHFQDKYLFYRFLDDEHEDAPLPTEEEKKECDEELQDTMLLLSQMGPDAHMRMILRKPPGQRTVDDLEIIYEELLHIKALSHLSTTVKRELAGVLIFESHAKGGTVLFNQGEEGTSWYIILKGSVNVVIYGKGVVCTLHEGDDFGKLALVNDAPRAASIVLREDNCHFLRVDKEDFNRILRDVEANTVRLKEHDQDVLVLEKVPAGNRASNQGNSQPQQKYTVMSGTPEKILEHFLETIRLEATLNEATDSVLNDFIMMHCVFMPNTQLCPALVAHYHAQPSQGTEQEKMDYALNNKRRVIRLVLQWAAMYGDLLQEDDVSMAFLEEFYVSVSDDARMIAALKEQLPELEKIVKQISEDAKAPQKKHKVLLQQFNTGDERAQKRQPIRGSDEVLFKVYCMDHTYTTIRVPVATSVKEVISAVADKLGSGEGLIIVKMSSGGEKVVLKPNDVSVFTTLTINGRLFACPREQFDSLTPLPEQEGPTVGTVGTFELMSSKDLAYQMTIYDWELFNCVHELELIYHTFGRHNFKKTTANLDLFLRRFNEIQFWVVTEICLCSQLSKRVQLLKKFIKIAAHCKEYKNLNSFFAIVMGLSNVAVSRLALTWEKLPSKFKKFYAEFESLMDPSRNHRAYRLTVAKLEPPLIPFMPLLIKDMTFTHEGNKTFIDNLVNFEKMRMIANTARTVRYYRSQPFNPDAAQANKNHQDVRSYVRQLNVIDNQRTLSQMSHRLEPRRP
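Fluorescence exchange assay: 100 nM EPAC2 with 250 nM RAP1B-BODIPY-GDP and 50 uM GDP; compounds tested as a concentration-titration series (qHTS). Loss of Rap1-bound BODIPY-GDP fluorescence read at 480/540 nm; data normalized to 6.5 mM cAMP.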
EPAC1 agonist = activates human EPAC1 exchange factor | O95398 | EPAC1 agonist qHTS, biochemical assay; response scale: 100% = response to 6.5 mM cAMP | Potency, µM (doses to about 154 µM), without a hit: at the top dose activation, most hits filed as activators | actives 0.073% (n = 360,000) | AID 720707; further: potency means the concentration at half of the fitted maximal effect; nearly all actives have a fitted effect of over 60% in size
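EPAC1 100 nM, Rap1B–BODIPY-GDP 250 nM, unlabeled GDP 50 uM; compound titration; 5 min RT; kinetic read ex480/em540 at 5-min intervals ×30 min; data normalized to 6.5 mM cAMP agonist control.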
CCT modulator = cytosolic chaperonin activity modulation; activity change, % (no concentration beside the values), hits read low; AID 651819; purified chaperonin ATPase assay, HTRF ADP detection, 30 min; actives 0.3% (n = 360,000); in the data active means activity change below about -30%; further: on the % scale 0 is the no-effect control and ±100 the full control effect
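First, chaperonin was dispensed at 40 nM or 20 nM final depending on batch activity. Next, compounds were pinned at 76 uM and ATP added at 10 uM. After 30 min at 37 °C, ADP detection reagents ran 30 min at ambient temperature.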
An asterisk follows results filed as active; ? = inconclusive; nt = no result given; [ ] = dose if it differs, or a comment. Unless noted, the call rests on the fitted dose curve; in most records, active means well fitted curve in the direction sought with a large enough effect; inconclusive means small, poorly fitted or top-dose-only effect, or another doubt; inactive means no such curve, though single readings can be large; an effect the other way counts as inactive or inconclusive. Not all compounds are listed (hit frequency here may not be typical).

SMILES	PI5P4Ka inh	EPAC1 antagonist	PLK1 PBD inh	WRN helicase inh	IL-2 act	EPAC2 agonist	EPAC1 agonist	CCT modulator
CCOC(=O)c1c(NS(=O)(=O)c2cccc(OC)c2)sc2c1CCC2	nt	6%	?	-7%	-2.5	11%	5%	-1.7
N#Cc1c(F)cccc1N1CCOCC1	-3	6%	-2%	2%	1.9	-2%	-7%	0.2
Cc1onc(-c2ccccc2)c1C(=O)Nc1cccc2nsnc12	0	6%	-4%	-14%	-0.4	7%	-4%	-1.1
Cc1c(F)cccc1NS(=O)(=O)c1ccc2c(c1)c(C)cc(=O)n2C	7	-16%	0%	-17%	-2.2	3%	-6%	-0.1
Cn1c(=S)[nH]c2c(c1=O)C(C)(C)Cc1ccccc1-2	-12	7%	-13%	-12%	-1.3	15%	7%	-0.4
NC(=O)N/N=C/c1ccc([N+](=O)[O-])o1	-16	-5%	-2%	-7%	0.0	-7%	-7%	-1.2
COc1ccc(C(=O)NCCSCc2ccccc2)cc1OC	2	12%	7%	0%	-0.2	0%	0%	0.1
O=C(C[C@H]1C/C=C\C[C@@H](Cc2ccc(F)cc2)C(=O)OC[C@H]2CCCN2C1=O)N[C@@H](CO)Cc1ccccc1	-2	-7%	-17%	1%	-0.4	10%	-10%	0.1
CCn1c(CNC(=O)COc2ccc(C(C)C)cc2)nnc1SCC(=O)NC1CCCCC1C (stereo unspecified)	1	11%	-6%	3%	-0.5	-3%	11%	-3.7
O=C(O)CSc1nnc(Cn2nnc3ccccc32)n1CCc1ccccc1	?	-1%	-15%	2%	-2.4	4%	1%	-2.3
COc1cc2c(cc1OC)C(COc1cc(C)cc(C)c1)N(C(C)=O)CC2 (stereo unspecified)	-1	-2%	-10%	-4%	-3.0	2%	-3%	-1.2
C[C@@H]1CC=C[C@H]2[C@H]1C(=O)N(Cc1ccccc1)[C@H]2c1ccc(/C=C/c2ccccc2)cc1F	0	-10%	5%	-9%	0.0	16%	0%	0.5

Some of the entries so far, bar-delimited:
canonical_smiles | PI5P4Ka inh | EPAC1 antagonist | PLK1 PBD inh | WRN helicase inh | IL-2 act | EPAC2 agonist | EPAC1 agonist | CCT modulator
N#Cc1c(F)cccc1N1CCOCC1 | -3 | 6% | -2% | 2% | 1.9 | -2% | -7% | 0.2
C[C@@H]1CC=C[C@H]2[C@H]1C(=O)N(Cc1ccccc1)[C@H]2c1ccc(/C=C/c2ccccc2)cc1F | 0 | -10% | 5% | -9% | 0.0 | 16% | 0% | 0.5
COc1ccc(C(=O)NCCSCc2ccccc2)cc1OC | 2 | 12% | 7% | 0% | -0.2 | 0% | 0% | 0.1

More records:
SMILES	PI5P4Ka inh	EPAC1 antagonist	PLK1 PBD inh	WRN helicase inh	IL-2 act	EPAC2 agonist	EPAC1 agonist	CCT modulator
COc1ccc(NC(=O)c2cc(C3CCCCN3C(=O)C3CC3)on2)c(C)c1 (stereo unspecified)	4	-25%	-14%	0%	-0.1	2%	-2%	-1.9
C[C@H]1CN([C@@H](C)CO)C(=O)c2cccc(NC(=O)C3CC3)c2O[C@H]1CN(C)S(=O)(=O)c1ccccc1	0	0%	-20%	0%	1.3	10%	0%	-3.8
COc1ccccc1NC(=O)Cc1nc(=O)[nH]c(=O)[nH]1	4	3%	3%	-7%	-1.6	4%	4%	0.5
O=C1C2C3C=CC(C4CC34)C2C(=O)N1Cc1ccco1 (stereo unspecified)	1	-13%	-8%	3%	0.0	2%	-1%	-2.5
COc1cccc(CN(C)C(=O)c2cccc(OCc3ccccc3)c2)c1	2	-21%	-17%	-5%	-2.3	16%	0%	-0.2
COCCN(C(=O)CCc1nnc(CCc2c[nH]c3ccccc23)o1)C(C)C	-3	-2%	-4%	-1%	-0.4	3%	7%	-1.7
Cc1ccc(S(=O)(=O)N2CCOCC2)c2nsnc12	-1	3%	-12%	2%	-1.9	-1%	1%	-1.2
O=C(c1cccnc1)N1CCN(c2ccc3ccccc3n2)CC1	-1	-20%	-10%	-5%	0.4	8%	5%	-1.5
Cc1ccc(NC(=O)c2cc(S(=O)(=O)NCCC3=CCCCC3)ccc2F)cc1F	21	?	-5%	-27%	-0.8	6%	8%	2.6
Cc1cc(Nc2nnnn2-c2ccccc2)n(-c2ccc(Cl)cc2)n1	6	-9%	-11%	7%[57.1 µM]	-3.2	7%	-5%	-0.2
O=C(CNc1ccc(F)cc1)N/N=C/C1CC=CCC1 (stereo unspecified)	-1	-9%	-1%	-2%	-0.7	-5%	0%	2.5
CC1CN(C(=O)Cn2c(C(F)(F)F)nc3ccccc32)CC(C)O1 (stereo unspecified)	0	4%	1%	7%	1.3	-3%	-2%	-0.2
CCSc1ccc(-c2cccc([N+](=O)[O-])c2)nn1	4	-6%	-7%	-13%	-4.6	1%	-4%	1.8
O=C(Cc1ccc(-n2c(=S)[nH]c3ccccc3c2=O)cc1)N1CCN(c2ccccc2)CC1	nt	1%	-3%	2%	-0.9	5%	1%	1.3
CCOc1ccccc1NC(=O)CSc1c(C)n[nH]c1C	-4	-15%	?	-3%	-0.4	?	0%	-6.0
Cn1c(N/N=C/c2cccs2)nc2c1c(=O)n(Cc1ccccc1)c(=O)n2C	-2	-6%	-5%	-1%	0.1	14%	9%	-4.8
Cc1nc2c(-c3ccccc3)c[nH]n2c(=O)c1Cc1ccccc1	-7	6%	-20%	0%	-0.6	4%	2%	-0.5
CCOc1ccc2nc(N/C(N)=N/S(C)(=O)=O)nc(C)c2c1	-2	-1%	4%	-2%	-1.5	10%	5%	-1.5
O=C(OCCCN=C1NS(=O)(=O)c2ccccc21)c1ccccc1	-5	-8%	2%	5%	0.5	-1%	1%	0.2
CC1(C2CC2)NC(=O)N(CC(=O)NCc2ccc(Cl)cc2Cl)C1=O (stereo unspecified)	1	14%	-2%	2%	0.1	6%	0%	-0.4
CC(=O)Oc1ccc2oc3c(c2c1)C(=O)CCC3	0	-14%	-6%	0%	0.2	4%	4%	-2.3
CCOC(=O)CC1Sc2ccccc2NC1=S (stereo unspecified)	1	-13%	-4%	7%	-3.0	0%	10%	-0.9
COc1ccc(-c2ccc(=O)n(Cc3cc(=O)n4ccccc4n3)n2)cc1	2	5%	-7%	-4%	2.1	9%	5%	-2.0
O=C(c1cnn2c(C(F)F)cc(C3CC3)nc12)N1CCOCC1	-2	1%	-3%	7%	0.2	18%	-1%	-0.8
COc1ccc(-c2ccc([C@H]3[C@H]4C=CC[C@@H](C)[C@@H]4C(=O)N3Cc3ccccc3)c(F)c2)cc1OC	11	1%	-5%	-6%	-0.4	6%	-17%	-0.4
COc1cccc(Nc2ccc(C(=O)O)cc2[N+](=O)[O-])c1	?	-5%	-22%	0%	-0.3	3%	-4%	0.5
CCc1cc(C(=O)N2CCN(c3ncccn3)CC2)sc1C	-1	-3%	-1%	-4%	1.0	17%	-2%	-0.1
N#Cc1ccc(OCC(=O)N/N=C(\CCC(=O)O)c2cccs2)cc1	3	-7%	1%	-17%	0.0	7%	-2%	-0.5
CCCc1cc(=O)oc2cc(OCC(=O)N3CCOCC3)c(Cl)cc12	-2	7%	-4%	-2%	-0.5	6%	8%	1.1
N#Cc1c(NC(=O)c2nc3ncccn3n2)sc2c1CCCCC2	3	-15%	-17%	-3%	0.3	9%	0%	-16
COc1ccccc1C1/C(=C(/O)c2ccccc2)C(=O)C(=O)N1CC(C)C (stereo unspecified)	nt	5%	-9%	-2%	0.4	14%	6%	2.7
CCN1C[C@@H]2[C@@H]3C(=O)N(C)C(=O)[C@@H]3[C@](CC)(C1=O)N2C(=O)c1ccccc1	-4	-3%	-19%	6%	0.0	7%	11%	0.5
COc1ccccc1N1CCN(C2CC(=O)N(c3ccccc3)C2=O)CC1 (stereo unspecified)	5	0%	-4%	7%	0.2	-3%	-3%	-1.0
O=C(NNS(=O)(=O)c1ccccc1)c1ccc(S(=O)(=O)N2CCCCC2)cc1	3	1%	-3%	-8%	-0.3	8%	4%	-2.0
COc1ccc(S(=O)(=O)N(C)c2ccc(C(=O)NCc3ccco3)cc2)cc1	-7	8%	2%	-17%	0.4	11%	0%	0.4
COc1ccc(C2c3sc(=O)[nH]c3SC3C4CCC(C4)C23)cc1 (stereo unspecified)	-3	2%	-27%	4%	-0.2	5%	11%	1.3
Cc1ccc(S(=O)(=O)Nc2ccc(-n3c(C)nc4ccccc4c3=O)cc2)cc1	-5	-17%	-7%	-5%	-2.7	9%	0%	-0.2
CC(/C=N/n1c(-c2n[nH]c3c2CCC3)n[nH]c1=S)=C\c1ccco1	-59*	-25%	-24%	-6%[11.6 µM]	3.8	-7%	2%	-1.9
CCn1c(SCC(=O)Nc2ccccc2N2CCCCC2)nc2c1c(=O)n(C)c(=O)n2C	nt	-10%	-7%	-20%	-1.8	9%	2%	2.4
COc1ccc(CNC(=O)CCc2c(C)nc3cc(-c4ccccc4OC)nn3c2C)cc1	1	-7%	-13%	1%	-0.2	6%	7%	0.3
NNC(=O)c1cccc(COc2ccccc2Br)c1	11	0%	-9%	5%	2.0	4%	3%	-0.5
O=C(NC(=S)N1CCN(c2ccccn2)CC1)c1ccccc1	-8	28%	-6%	-33%[57.1 µM]	-0.7	-4%	6%	-3.2
CC(=O)c1ccc(Nc2cnn(C34CC5CC(CC(CC(=O)O)(C5)C3)C4)c(=O)c2Cl)cc1	13	-12%	-15%	-6%[57.1 µM]	3.2	2%	-5%	-0.7
Cc1ccc([C@H]2C[C@H](n3cc(COC(=O)c4ccccc4)nn3)[C@@H](O)CN2Cc2cccs2)cc1	9	-6%	0%	-10%	-1.0	2%	7%	-1.0
c1ccc(NCc2cccnc2)cc1	1	-4%	-6%	-1%	-0.4	4%	1%	-121*
CC(C)CNC(=O)C1(C)CCCN1C(=O)c1cccnc1Oc1ccccc1 (stereo unspecified)	2	-19%	-12%	8%	1.9	4%	-11%	-2.0
CSc1ccc(S(=O)(=O)N2CCC(C(=O)NC3CC3)CC2)cc1	-4	-1%	-9%	-8%	1.7	1%	4%	0.1
COc1cc(NC(=O)c2cc3nc(C)cc(C)n3n2)c(OC)cc1Cl	3	8%	-11%	-12%	-0.7	-12%	-7%	-1.6
CC(=O)N1CCN=C1SCc1cccc(Cl)c1	-3	-10%	-14%	0%	-0.4	7%	1%	-1.0
CC1(C(=O)NS(=O)(=O)c2cccc(C#N)c2)CCN1C(=O)c1ccccc1CCc1ccccc1 (stereo unspecified)	2	2%	2%	-3%	-0.4	2%	2%	1.4
Cc1cccc(NS(=O)(=O)c2ccc(C)c(C(=O)NCc3cccnc3)c2)c1	0	4%	3%	-14%	-2.0	3%	-3%	-1.8

Screening data: PubChem BioAssay, National Center for Advancing Translational Sciences (NCATS)
